FBW7 activator: FBW7 E3 ligase activators, primary screen, biochemical, AlphaScreen, human; AID 1259310, 2017; AlphaScreen FBW7–phospho-cyclin E peptide binding, activator screen; normalized activity (activation), % at 26.1 µM; 0.13% of 650,000 active; in the data active = normalized activity above about 1.9%;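 also: purified mutant Fbw7 with reduced substrate affinity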
Target sequence (Q969H0 whole entry, looked up): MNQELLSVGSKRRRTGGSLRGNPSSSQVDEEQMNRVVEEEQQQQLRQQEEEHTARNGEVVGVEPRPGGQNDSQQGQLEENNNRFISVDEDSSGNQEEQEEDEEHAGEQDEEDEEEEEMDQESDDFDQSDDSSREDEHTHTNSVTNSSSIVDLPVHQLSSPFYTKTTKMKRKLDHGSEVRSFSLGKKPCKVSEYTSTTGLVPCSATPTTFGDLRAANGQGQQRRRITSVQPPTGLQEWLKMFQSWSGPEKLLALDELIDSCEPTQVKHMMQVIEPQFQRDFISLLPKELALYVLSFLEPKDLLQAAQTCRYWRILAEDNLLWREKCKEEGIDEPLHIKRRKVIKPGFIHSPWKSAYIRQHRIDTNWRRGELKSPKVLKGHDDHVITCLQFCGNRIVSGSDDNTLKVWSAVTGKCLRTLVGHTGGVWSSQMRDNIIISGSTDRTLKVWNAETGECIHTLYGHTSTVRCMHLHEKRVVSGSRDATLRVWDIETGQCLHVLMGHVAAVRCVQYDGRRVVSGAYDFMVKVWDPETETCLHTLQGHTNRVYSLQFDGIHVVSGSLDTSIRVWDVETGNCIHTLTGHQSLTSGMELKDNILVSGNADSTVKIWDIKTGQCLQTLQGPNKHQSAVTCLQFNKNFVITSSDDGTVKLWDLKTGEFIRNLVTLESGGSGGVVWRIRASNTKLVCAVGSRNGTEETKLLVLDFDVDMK
TEAD-YAP inh: TEAD-YAP interaction inhibition, primary screen, TEAD-YAP interaction inhibitor project, luminescence, HEK-TIYL cells; inhibition, % at 9.12 µM; AID 1259422, 2018; TEAD-Gal4/YAP UAS-luciferase luminescence; 1.4% of 640,000 active; in the data active = inhibition above about 32%;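 also: 0% = median of test compound wells and 100% = reference inhibitor wells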
MITF inh: MITF inhibitors, primary screen, biochemical, AlphaScreen, human | Microphthalmia-associated transcription factor (Homo sapiens), O75030 | AlphaScreen MITF homodimerization, bead proximity signal | inhibition, % at 2.6 µM | 0.91% of 650,000 active | AID 1259374, 2018; in the data active = inhibition above about 50%;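 also: 0% = vehicle wells with protein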
GPR151 ag: activators of human GPR151, primary screen, cell-based, PathHunter beta-arrestin, luminescence; PathHunter beta-arrestin GPR151 cells; activation, % at 11.2 µM; 1% of 650,000 active; AID 1508602, 2020; in the data active = activation above about 4.9%;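 also: 0% = median of compound wells and 100% = cells with positive control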
Numbers without * were called inactive.

SMILES | FBW7 activator | TEAD-YAP inh | MITF inh | GPR151 ag
COc1ccc(N2CCN(Cc3nnnn3Cc3ccc4c(c3)OCO4)CC2)cc1 | 0.3 | 2 | 19 | 0.1
Clc1ccc(-c2nn3c(-c4ccncc4)nnc3s2)cc1 | 0.1 | 4 | -3 | 0.1
COc1ccccc1C1C(C(=O)Nc2cccnc2)=C(C)NC2=C1C(=O)CC(C)(C)C2 (configuration not stated) | 0.3 | 8 | 15 | -0.5
COc1ccccc1CN1C(=O)CN(C2CCCC2)C(=O)C1c1ccc(F)cc1 (configuration not stated) | 0.1 | 1 | 7 | 3.4
COc1ccc2c(CNCCCc3ccccc3)c(C(=O)O)n(Cc3ccccc3F)c2c1 | -0.1 | 1 | -3 | -0.9
CC(=O)NCCNS(=O)(=O)c1cccc([N+](=O)[O-])c1 | 0.0 | -8 | 0 | 1.6
O=C(CN(Cc1ccc(Br)cc1)S(=O)(=O)c1ccccc1)NCc1ccco1 | -0.1 | -17 | -3 | -0.8
O=C1NC(=Nc2ccccc2Cl)S/C1=C/c1ccc2c(c1)OCO2 | -0.2 | 9 | 4 | -2.8
CCCCNC(=O)C1CC(c2cccc(OC)c2)=NO1 (configuration not stated) | 0.2 | -1 | 0 | 0.9
Cn1c(=O)[nH]c(=O)c2c1nc(N1CCOCC1)n2CCO | 0.0 | -1 | -5 | -0.4
COc1ccc2c(c1OC)C(=O)N(c1cccc(NC(C)=O)c1)C2 | -0.2 | -32 | -5 | 1.5
Cc1nc2nc(NCc3ccccc3F)[nH]n2c(=O)c1C | -0.3 | 3 | -7 | 5.0*
O=C(CCc1ccccc1)Nc1ccnn1C1CCN(Cc2ccc(CO)o2)CC1 | -0.2 | 1 | 8 | 1.0
Cc1nn(CCC#N)cc1/C=N/Nc1ccccc1 | -0.1 | 0 | 15 | 0.2
O=C1CN(c2ccc(S(=O)(=O)N3CCC(Cc4ccccc4)CC3)cn2)CCN1 | 0.1 | -4 | -1 | 7.3*
CN(C(=O)Cn1ncc2c1-c1ccccc1OC2)c1ccc(Br)cc1 | 0.0 | -3 | -6 | 0.4
CC(C)(C)NC(=O)COC(=O)c1ccc([N+](=O)[O-])cc1 | 0.2 | 2 | 4 | 2.4
Cc1nc2ccccn2c1-c1csc(N)n1 | -0.2 | 44* | 8 | -0.6
COc1ccc(NC(=O)c2sc(=S)n(-c3ccccc3)c2N)cc1OC | -0.1 | -13 | -7 | 0.6
NC(=O)C1CCCN(Cc2ccc3c(c2)CN(Cc2ccc4ncccc4c2)CCO3)C1 (configuration not stated) | 0.0 | 3 | -1 | -0.2
C/C(CC(=O)Nc1ccccc1Cl)=N\NC(=O)c1ccco1 | 0.0 | -46 | 4 | 3.0
CCCn1c(SCC(=O)N(C(C)C)C(C)C)nnc1-c1cccnc1 | -0.1 | -14 | 9 | -0.3
COc1cccc(OC)c1C(=O)NC(=S)Nc1cccc(NC(=O)c2ccco2)c1 | 0.7 | -2 | 7 | -0.9
CN1CCN(CCNC(=O)c2nc(-c3cccnc3)no2)CC1 | -0.1 | 7 | -4 | -0.7
N#C/C(=C\c1c(Oc2ccccc2)nc2ccccn2c1=O)C(=O)N1CCOCC1 | 0.1 | 21 | -9 | 0.4
Cc1ccc(SCC(=O)Nc2nc3ccccc3s2)cc1 | 0.0 | -11 | -3 | -0.1
Clc1ccc(OCc2ccccc2)cc1 | -0.2 | -1 | -6 | -0.1
Oc1c(C(Nc2cccnc2)c2ccsc2)ccc2cccnc12 (configuration not stated) | -0.1 | 50* | 18 | 0.8
CCOC(=O)c1ccc(CN(C(=S)Nc2ccc(Oc3ccccc3)cc2)C(CC(C)C)C(=O)O)cc1 (configuration not stated) | -0.1 | 17 | 1 | -0.8
CCOC(=O)CCn1c(CC(=O)OCC)nc2ccccc21 | 0.0 | 1 | 11 | 0.1
C=CCNC(=O)CCNS(=O)(=O)c1ccc(Br)cc1 | -0.2 | 8 | 1 | -0.2
CC(C)(C)c1cc(CN2CCN(CCO)CC2)cc(C(C)(C)C)c1O | 1.0 | -4 | 11 | 0.0
COc1ccc(/C(C)=N\NC(=O)Cc2cc(=O)[nH][nH]2)cc1OC | -0.1 | -6 | 2 | 0.3
CC(C)CCN1CCNC(=O)C1CC(=O)N(C)CCCN1CCOCC1 (configuration not stated) | -0.1 | 5 | -2 | 2.1
O=C1CC(c2ccc(Cl)cc2)c2ccc3ccccc3c2N1 (configuration not stated) | -0.1 | 2 | -1 | 0.5
CCOC(=O)N1CCC(N2C(=O)c3ccccc3C2Nc2ccccc2Cl)CC1 (configuration not stated) | -0.2 | -1 | 4 | -0.6
CC(=O)c1cc2c(cc1N/C(=N/S(=O)(=O)c1ccccc1)c1ccccc1)OCO2 | 0.3 | 1 | -13 | 0.6
Cc1ccc(/C=N/NC(=O)c2cc(-c3ccccc3)n[nH]2)c(O)c1 | -0.1 | 9 | -48 | -0.6
CN1CCN(C(=S)Sc2nc(Nc3ccccc3)nc(Nc3ccccc3)n2)CC1 | 0.5 | 3 | 7 | -1.6
O=S(=O)(c1cccnc1)N1CCN(c2ccccc2F)CC1 | 0.4 | 4 | 22 | -0.6
COC(=O)c1ccc(Nc2nnc(-c3ccc(C)c(S(=O)(=O)NCc4ccccn4)c3)c3ccccc23)cc1 | -0.1 | 3 | 0 | -1.4
COCCCNC(=O)CN(c1cccc([N+](=O)[O-])c1)S(=O)(=O)c1ccccc1 | -0.1 | 2 | -9 | 1.9
CN1CCN(C(c2ccc(O)cc2)c2nnnn2Cc2ccc(F)cc2)CC1 (configuration not stated) | 0.0 | 4 | 1 | 1.1
COc1ccc(N(C(=O)c2csnn2)C(C(=O)NC2CCCC2)c2cccs2)cc1 (configuration not stated) | 0.0 | 8 | 0 | -0.5
O=C(CC1C(=O)NCCN1Cc1ccc(F)c(F)c1)NCCc1ccc(O)cc1 (configuration not stated) | 0.1 | 0 | 8 | 0.4
Cn1c2c(c3cc(Br)ccc31)CCCC2=O | 0.0 | 0 | -6 | 1.0
NC(=O)c1ccc(NC(=O)COC(=O)c2cc(=O)[nH]c3ccccc23)cc1 | -0.1 | 10 | 2 | -1.7
O=c1c(-c2ccccc2)c(N2CCN(Cc3ccccc3)CC2)c1=O | -0.2 | 10 | 6 | 4.6
CC(C)(Oc1ccc(Cl)cc1)C(=O)N1CCC2(CC1)NC(=O)c1ccccc1O2 | 1.1 | -4 | -3 | 0.4
COC(=O)C1=C(C)NC2=C(C(=O)CCC2)C1c1ccc(OCc2ccc(F)cc2)c(OC)c1 (configuration not stated) | 0.0 | -1 | -1 | 0.8
COc1ccc(-n2cc(C(=O)Nc3ccccc3C(N)=O)c3ccccc3c2=O)cc1 | 0.0 | 20 | -3 | 1.2
CCCN(CCC)CCCNC(=O)c1cn(-c2ccc(F)cc2F)c(=O)c2ccccc12 | 0.8 | 1 | 14 | -1.6
O=C(NCc1ccco1)c1nnc(-c2ccccc2)o1 | -0.1 | -57 | 3 | 3.4
O=C(O)CCCN1C(=O)C(=O)/C(=C(/O)c2ccc(Cl)cc2)C1c1ccccc1[N+](=O)[O-] (configuration not stated) | 0.1 | 4 | 10 | 2.5
COc1ccc(CN2CCc3c(nc(N4CCCC(C)C4)[nH]c3=O)C2)cc1OC (configuration not stated) | -0.1 | 4 | -1 | 1.3
Cn1nnnc1SCC(=O)N1CCN(Cc2ccccc2)CC1 | -0.2 | -7 | 0 | 0.8
NS(=O)(=O)c1ccc(N=Cc2c(O)c3ccccc3oc2=O)cc1 | -0.1 | 10 | 2 | -0.2
CC(=O)c1c(C)oc2c(Br)cc(NS(=O)(=O)c3ccc(Br)cc3)cc12 | 0.2 | -3 | -3 | -0.8
CCOC(=O)/C(=C/Nc1ccccc1C#N)NC(=O)c1ccc([N+](=O)[O-])cc1 | -0.2 | -5 | -12 | 4.8
CN(C(=O)c1ccsc1)C(Cc1ccccc1)C1CCN(C(=O)C2CCOC2)CC1 (configuration not stated) | 0.0 | 1 | -1 | -1.4

Quoted at random: 2 records from the list
SMILES | FBW7 activator | TEAD-YAP inh | MITF inh | GPR151 ag
Cn1nnnc1SCC(=O)N1CCN(Cc2ccccc2)CC1 | -0.2 | -7 | 0 | 0.8
COc1ccc(CN2CCc3c(nc(N4CCCC(C)C4)[nH]c3=O)C2)cc1OC (configuration not stated) | -0.1 | 4 | -1 | 1.3

Carrying on:
SMILES | FBW7 activator | TEAD-YAP inh | MITF inh | GPR151 ag
CCN(CC)c1ccc(C2NC(=O)NC(C)=C2C(=O)OCCOC(C)C)cc1 (configuration not stated) | -0.1 | 0 | 13 | -0.6
CCc1ccc(NS(=O)(=O)c2ccc(OC)c(C)c2)cc1 | 1.0 | -3 | 19 | -0.6
COc1ccc(C(=O)NCc2nnc(SCC(=O)N3N=C(c4cccs4)CC3c3ccc(C)cc3)n2-c2ccccc2OC)cc1 (configuration not stated) | 0.3 | -7 | 17 | -0.7
Cn1cc([N+](=O)[O-])c(C(=O)N/N=C/c2ccc([N+](=O)[O-])cc2)n1 | 0.6 | 9 | 7 | 0.0
O=C(/C=C/c1ccc(F)cc1)NCc1cccs1 | 0.5 | -39 | 9 | 3.0
CCOC(=O)CSc1nc(C)cc(C(F)(F)F)c1C#N | 0.3 | -7 | -11 | -1.1
Cc1cc(C)c(C#N)c(SCCS(=O)(=O)Cc2ccccc2)n1 | 0.0 | -1 | 11 | -0.9
CCOC(=O)NC(c1ccc(Cl)cc1)C1CCCCC1=O (configuration not stated) | 0.2 | 2 | 2 | 3.2
CCCNC(=O)c1cnc(N2CCOCC2)s1 | 0.1 | 7 | -6 | -0.5
COC(=O)C(Oc1ccc2ccc(=O)oc2c1)c1ccccc1 (configuration not stated) | 0.7 | 3 | 14 | -1.8
COc1ccc(CCNC(=O)Nc2ccccc2NC(=O)c2ccccn2)cc1 | -0.6 | 5 | 11 | -0.7
CCCCOc1ccc(C2=N/C(=C\C(C)=C\c3ccccc3)C(=O)O2)cc1 | 0.0 | -1 | 17 | -0.3
CCS(=O)(=O)N1CC=C[C@H]1C(=O)NCCc1ccccc1 | 0.0 | -5 | 15 | 0.5
C/C(O)=C/c1nc2cccnc2nc1/C=C(/C)O | -0.1 | 7 | 73* | -0.7
CC(C)C(NC(=O)c1ccccc1)C(=O)OCC(=O)N1c2ccccc2Sc2ccccc21 (configuration not stated) | -0.1 | 1 | -6 | 0.3
CCOC(=O)n1c(=S)oc2ccccc21 | 0.1 | 1 | 8 | 0.7
Fc1cccc(-c2cnc(C(F)(F)F)nc2C2CCN(Cc3ncc[nH]3)CC2)c1 | 0.0 | 0 | 6 | 0.5
COc1ccc(C(=O)Nc2ccc(NC(=O)C(C)C)nc2)cc1 | 0.2 | -4 | 6 | 0.5
CS(=O)c1ccc(SCC(=O)NC2CCS(=O)(=O)C2)c([N+](=O)[O-])c1 (configuration not stated) | 0.3 | -1 | 6 | -1.1
Cc1nn(-c2nc(C)c(C)c(=O)[nH]2)c(C)c1CCC(=O)Nc1ccc(F)c(Cl)c1 | -0.2 | 0 | 1 | 0.2
CNC(=O)C1CN(CCCOc2cccc(C#N)c2)CCN1 (configuration not stated) | 0.0 | 5 | 13 | 2.4

Whole records, quoted from the list. Values in the order: FBW7 activator	TEAD-YAP inh	MITF inh	GPR151 ag
Profile of `COc1ccc(C(=O)Nc2ccc(NC(=O)C(C)C)nc2)cc1` → 0.2	-4	6	0.5
Profile of `CC(C)C(NC(=O)c1ccccc1)C(=O)OCC(=O)N1c2ccccc2Sc2ccccc21` (configuration not stated) → -0.1	1	-6	0.3
Profile of `C/C(O)=C/c1nc2cccnc2nc1/C=C(/C)O` → -0.1	7	73*	-0.7
Profile of `Cc1nn(-c2nc(C)c(C)c(=O)[nH]2)c(C)c1CCC(=O)Nc1ccc(F)c(Cl)c1` → -0.2	0	1	0.2

No new results follow: two of the compounds above.
SMILES | FBW7 activator | TEAD-YAP inh | MITF inh | GPR151 ag
Cc1nn(-c2nc(C)c(C)c(=O)[nH]2)c(C)c1CCC(=O)Nc1ccc(F)c(Cl)c1 | -0.2 | 0 | 1 | 0.2
CNC(=O)C1CN(CCCOc2cccc(C#N)c2)CCN1 (configuration not stated) | 0.0 | 5 | 13 | 2.4

Source: PubChem BioAssay
